# Rin1-Abl PPI inh: human Rin1-Abl interaction inhibition. P00519+Q13671. TR-FRET Rin1/Abl binding, biochemical. inhibition, % at 7.35 µM. 0.4% of 360,000 active. AID 588664; in the data active = inhibition above about 5%, passing the limit was not always enough
# MsrA act: activates bovine MsrA enzyme; purified bovine MsrA, absorbance read-out; activation, % at 10.6 µM; 0.3% of 360,000 active; in the data active = activation above about 7.5%;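 also: 0% = vehicle and 100% = reference activator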
# TbMetRS inhib: blocks T. brucei methionyl-tRNA synthetase activity; purified T. brucei MetRS, ATP depletion, Kinase-Glo luminescence; inhibition, % at 11.9 µM; 0.4% of 360,000 active;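 active = inhibition above a per-plate cutoff of the control wells' mean inhibition plus 3 SD, cut at about 5.5% in these data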;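 also: 0% = DMSO wells median and 100% = median of wells with control inhibitor compound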
#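 Material: T. brucei methionyl-tRNA synthetase, purified; reagent: substrates ATP, L-methionine and bulk Escherichia coli tRNA; dosing: 11.9 µM single point; timing: 15 min plus 2 h at 25 °C; detection: luminescence of leftover ATP; evaluation: % inhibition; control set: DMSO-only wells as low control; replicates: singlicate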
# Neddyl block: cullin neddylation inhibition | TR-FRET cullin neddylation, biochemical | calls only at 25 µM | 0.58% of 360,000 active; in the data active = inhibition above about 36%
# Target sequence (P61081 whole entry, looked up): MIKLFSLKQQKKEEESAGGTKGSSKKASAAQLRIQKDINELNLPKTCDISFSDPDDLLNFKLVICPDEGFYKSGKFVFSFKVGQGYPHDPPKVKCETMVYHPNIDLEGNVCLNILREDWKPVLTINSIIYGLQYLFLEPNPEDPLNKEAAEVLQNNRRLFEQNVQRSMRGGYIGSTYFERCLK
# Target sequence (Q13564 whole entry, looked up): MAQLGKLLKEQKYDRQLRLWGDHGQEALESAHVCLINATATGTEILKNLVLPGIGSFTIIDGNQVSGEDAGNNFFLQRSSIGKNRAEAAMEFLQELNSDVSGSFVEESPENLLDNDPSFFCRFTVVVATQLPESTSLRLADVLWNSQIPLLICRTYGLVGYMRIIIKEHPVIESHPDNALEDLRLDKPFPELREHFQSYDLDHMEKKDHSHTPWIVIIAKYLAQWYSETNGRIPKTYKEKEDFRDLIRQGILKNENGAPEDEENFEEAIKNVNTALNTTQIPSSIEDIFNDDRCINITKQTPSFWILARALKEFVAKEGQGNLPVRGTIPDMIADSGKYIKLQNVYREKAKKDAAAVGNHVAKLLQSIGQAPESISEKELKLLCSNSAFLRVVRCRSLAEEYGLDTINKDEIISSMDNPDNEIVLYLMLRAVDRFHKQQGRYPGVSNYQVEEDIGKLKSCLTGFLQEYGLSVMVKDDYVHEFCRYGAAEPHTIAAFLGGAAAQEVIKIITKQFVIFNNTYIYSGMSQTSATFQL
# E coli Lon inh: E. coli protease La inhibition | inhibition, % at 7.94 µM | AID 602123 | P0A9M0 | purified E. coli Lon protease, fluorescence polarization | 0.42% of 360,000 active; in the data active = inhibition above about 13%, passing the limit was not always enough;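 also: 0% = enzyme with probe and DMSO and 100% = no enzyme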
# MLLE-PAM2 inh: blocks PAM2 peptide binding to the PABP1 MLLE domain; P11940; AID 588489; GST-MLLE / FITC-PAM2 fluorescence polarization; 0.36% of 360,000 active; inhibition, % at 20 µM; in the data active = inhibition above about 35%, passing the limit was not always enough;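 also: plate controls were DMSO wells with GST-MLLE for no effect and wells lacking GST-MLLE protein for full effect; some results filed as inactive read as strong as hits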
# CSN inh: blocks human CSN-mediated cullin deneddylation. 0.38% of 360,000 active. inhibition, % at 12.5 µM. Q92905. AID 651999. Purified CSN, SCF-Nedd8-OG deneddylation, fluorescence polarization;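 active = pattern-corrected inhibition above about 35%, with an unprinted fluorescence ratio check between 0.5 and 1.5, limit read from the data, passing the limit was not always enough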;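 also: 0% = enzyme with substrate and 100% = substrate without enzyme; some results filed as inactive read as strong as hits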
# Target sequence (Q92905 whole entry, looked up, one chain of several): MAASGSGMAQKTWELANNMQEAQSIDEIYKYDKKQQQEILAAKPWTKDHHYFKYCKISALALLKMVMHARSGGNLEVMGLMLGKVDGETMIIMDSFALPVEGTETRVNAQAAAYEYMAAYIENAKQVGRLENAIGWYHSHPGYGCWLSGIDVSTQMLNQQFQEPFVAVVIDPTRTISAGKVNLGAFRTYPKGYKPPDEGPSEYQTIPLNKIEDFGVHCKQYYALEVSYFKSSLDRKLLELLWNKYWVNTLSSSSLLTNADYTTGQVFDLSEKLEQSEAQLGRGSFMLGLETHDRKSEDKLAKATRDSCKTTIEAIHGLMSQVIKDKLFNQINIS
#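 Schedule: reaction 90 min, room temperature / Assay system: HEK293T-derived human Csn5 enzyme / Input: Csn5 at 0.24 nM final / Measure: inhibition of Csn5 cleavage, % / Control set: substrate-only high control, full reaction low control / Technique: fluorescence polarization of the substrate / Buffer or medium: Tris/NaCl/DTT buffer, pH 7.5 / Reagent: SCFSkp2-Nedd8OG substrate at 10 nM final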
# FAS-TE inh: FAS thioesterase (human) inhibition; AID 602261; inhibition, % at 15 µM; 0.67% of 360,000 active; recombinant FAS-TE, OMFH fluorogenic substrate, fluorescence endpoint; P49327;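 active = compounds whose normalised, plate-corrected inhibition of enzyme fluorescence in the single-dose primary screen is 50% or more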;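 also: 0% = DMSO with enzyme and 100% = substrate without enzyme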
# MsrA inh: inhibits bovine methionine sulfoxide reductase A; inhibition, % at 15.5 µM; purified bovine MsrA, absorbance read-out; 0.75% of 360,000 active; in the data active = inhibition above about 4.5%;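 also: 0% = vehicle wells with enzyme and 100% = reference inhibitor wells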
# * marks the source's active call; other numbers are inactive results; i = inactive; x = no result given.
# Start of the listing, in advance (two entries):
SMILES,Rin1-Abl PPI inh,MsrA act,TbMetRS inhib,Neddyl block,E coli Lon inh,MLLE-PAM2 inh,CSN inh,FAS-TE inh,MsrA inh
O=C1C(Cl)=C(NCCc2ccccc2)C(=O)N1CCc1ccccc1,-2,-1,-0.2,i,-20,-6,4,20,-0.7
O=C(CN1C(=O)c2ccccc2S1(=O)=O)NCCSC1CCCCC1,-3,-4,-0.9,i,14,-2,-2,0,3.0

# This part in full, from the first entry:
SMILES,Rin1-Abl PPI inh,MsrA act,TbMetRS inhib,Neddyl block,E coli Lon inh,MLLE-PAM2 inh,CSN inh,FAS-TE inh,MsrA inh
O=C1C(Cl)=C(NCCc2ccccc2)C(=O)N1CCc1ccccc1,-2,-1,-0.2,i,-20,-6,4,20,-0.7
O=C(CN1C(=O)c2ccccc2S1(=O)=O)NCCSC1CCCCC1,-3,-4,-0.9,i,14,-2,-2,0,3.0
Cc1ccc(-c2csc(NCCn3c(C(F)(F)F)nc4ccccc43)n2)cc1,1,-1,0.1,i,-1,6,-2,18,0.2
NC(=O)c1cccnc1Oc1ccc(Cl)cc1Cl,1,-12,-0.9,i,5,-9,3,-1,-0.1
CCOc1ccc2ccccc2c1CNCCCN1CCOCC1,-3,-2,-0.2,i,-4,-5,-5,-7,-0.3
C#CCOCCOCCOCCNc1nc(N2CCN(C(=O)[C@H](Cc3ccc(O)cc3)n3cc([C@@H](N)C(C)CC)nn3)CC2)nc(N2CCN(C(=O)[C@H](CCCCN)n3cc([C@@H](N)CO)nn3)CC2)n1 (stereo partly drawn),1,3,-0.6,i,-1,0,-3,-12,x
COCCn1c(-c2ccc(C#N)cc2)nc2c1c(=O)[nH]c(=O)n2Cc1ccccc1,2,-2,0.1,x,-1,3,-9,8,0.6
COc1ccc(NC(=O)CSc2nnc(-c3ccccn3)n2N)cc1,1,-2,0.0,i,-7,8,1,-6,-0.8
CC(C)(C)C(=O)N1NC(=Nc2ccccc2)SC1(C)C,1,0,0.3,i,6,-8,0,12,-1.0
Cc1ccc(C)c2[nH]c(=O)c(CN(Cc3cccs3)C(=S)NCc3ccco3)cc12,3,-1,0.4,i,6,-118,-3,-6,-0.9
CCN(CC)CCOC(=O)c1ccc(NC(=O)CSc2nnc(-c3cccs3)n2CC)cc1,0,-2,-0.1,i,-5,-87,2,-10,-0.7
O=C1C=C(c2cccc(CO)c2)C[C@@H](c2ccc(F)cc2)C1,-2,-2,0.3,i,3,-1,-6,2,0.0
O=S(=O)(c1cc(-c2nnc(-c3ccc(Br)cc3)o2)ccc1Br)N1CCCCCC1,4,-12,1.2,i,-7,-11,6,32,x
O=C(Nc1cccnc1)c1ccc2snnc2c1,-1,-1,0.0,i,-4,10,5,-8,0.2
O=S(=O)(Cc1ccccc1)Nc1ccccc1Br,-1,0,-1.3,i,-4,-1,5,-2,-0.6
CC(C)=NOc1nc(NC(=O)NS(=O)(=O)c2ccccc2Cl)nc(N(C)C)n1,1,-2,3.7,i,6,-4,1,-3,0.5
CN(C(=O)CSc1nc(C2CC2)n(-c2ccccc2)n1)C1CCS(=O)(=O)C1 (stereo not drawn),2,-8,-0.3,i,-11,-1,-6,-2,1.8
COC(=O)[C@H](Cc1ccc(O)cc1)NC(=O)Cn1ccc(NC(=O)OCc2ccccc2)nc1=O,4,-1,-0.1,i,-3,9,-3,-10,0.4
CCN(CC)S(=O)(=O)c1ccc(N2CCOCC2)c(NC(=O)C2COc3ccccc3O2)c1 (stereo not drawn),3,-4,-0.5,i,3,-10,-7,13,0.6
O=C(NCCN1CCN(c2cccc(Cl)c2)CC1)c1cccn2c(=O)c3ccccc3nc12,0,-2,-0.6,i,1,1,-3,16,0.5
C=CCn1c(SCCN2CCCC2)nc2c([nH]c3ccccc32)c1=O,2,8.4*,-0.5,i,0,-9,-1,-3,1.1
C=CCOC(=O)C(C#N)c1nc2ccccc2nc1N1CCN(c2ccccc2OC)CC1 (stereo not drawn),-1,-2,-0.8,i,-10,-13,-1,31,1.3
COc1ccc(CCN2C(=O)COc3ccccc3C2C(=O)Nc2ccc3c(c2)OCCO3)cc1OC (stereo not drawn),x,-3,-0.2,i,-5,x,-1,-8,-0.9
COc1ccc(C(=O)NCC(C)CN(C)C)cc1 (stereo not drawn),-1,0,-0.3,i,-11,2,-1,-10,-0.5
CC1=C(C(=O)Nc2ccc(Br)cc2)C(c2ccco2)NC(=O)N1 (stereo not drawn),-2,0,1.3,i,-7,-1,7,-6,1.6
O=C(O)c1ccccc1C(=O)NCC(O)c1ccccc1 (stereo not drawn),-1,-1,0.4,i,2,-8,-4,-4,-1.0
COc1ccc(-c2cc(-c3ccco3)[nH]c(=O)c2C#N)cc1OC,-4,-4,0.5,i,-22,20,17,-17,3.1
COc1ccc(NS(=O)(=O)c2c(C)[nH]c(C)c2C(=O)N2CCCCC2)cc1Cl,2,-4,1.2,i,0,3,-2,4,0.0
Cc1cccc(COC(=O)C(Cc2ccccc2)NC(N)=O)c1 (stereo not drawn),2,1,0.9,i,-9,-15,-3,-1,-1.5
COc1ccc(C2C(C#N)=C(N)Oc3c2ccc2cccnc32)cc1OC (stereo not drawn),-2,1,-0.4,i,-5,-9,-14,8,0.0
O=C(N1CCOCC1)N1CCc2ccccc21,2,0,-0.9,i,-7,-7,-1,-4,0.1
CCc1nnc(NC(=O)CSc2nnc(-c3cc4ccccc4cc3O)n2CCOC)s1,3,1,-0.4,i,0,-12,7,-7,2.0
COC(=O)c1cccc(NS(=O)(=O)c2ccc(NC(C)=O)cc2)c1C,-3,-4,0.1,i,-4,-5,-1,-6,-0.5
Cc1oc(-c2ccccc2Cl)nc1CS(=O)CC(=O)NCc1cccs1 (stereo not drawn),0,-1,-0.2,i,-11,14,1,-4,-0.9
O=C(Cc1ccccc1F)OCC(=O)N1CCN(C(=O)c2ccco2)CC1,4,-4,-0.8,i,-4,1,6,-8,-0.8
Cc1cc2nc(NCCCO)n(CC(=O)c3cc(C(C)(C)C)c(O)c(C(C)(C)C)c3)c2cc1C,2,-1,0.6,i,1,-1,-1,3,1.1
COc1ccc(C=C(C(C)=O)C(C)=O)cc1OC,4,0,-0.2,i,7,3,-3,-4,2.6
O=C(COc1ccc2ccc(=O)oc2c1)Nc1ccc(N2CCOCC2)cc1,0,-5,-1.2,x,-2,-2,-9,-11,-0.9
CC(=O)c1sc2c(c1OC(=O)c1ccc(Cl)cc1Cl)c(=O)n(-c1ccccc1)c(=S)n2-c1ccccc1,-10,-3,-0.3,i,-3,-7,9,25,0.8
COc1ccccc1C(=O)Nc1nnc(S(=O)(=O)N2CCC(C)CC2)s1,-5,-4,0.3,i,-6,-12,-3,9,-0.4
COc1cccc(C(=O)NCc2n[nH]c(=S)n2-c2cccc(C)c2)c1,0,0,-0.4,i,-1,4,-2,-5,0.2
C=CCn1c(SC(C)C(=O)NCc2ccc3c(c2)OCO3)nnc1C1CCCCC1 (stereo not drawn),4,-3,-0.4,i,-2,-34,4,-1,-0.9
Cc1ccc(CNc2c(C=O)c(=O)[nH]c3ccccc23)cc1,-2,0,-0.7,i,-5,1,-2,0,0.8
CNC(=O)CN(c1cc(OCCOC)c(Cl)cc1Cl)S(=O)(=O)c1ccc(OC)cc1,-2,-2,-0.2,i,3,-6,-1,-10,1.3
CCOc1ccc2nc(SCC(=O)NC(=O)C(C)C)sc2c1,-5,0,-0.2,i,-18,-5,2,4,1.1
COc1ccc(C(=O)NC(C(=O)N2CCN(C/C=C/c3ccccc3)CC2)C(C)C)cc1 (stereo not drawn),-2,-5,-0.5,i,-5,-5,-7,-4,-0.2
CN(C(=O)COC(=O)c1ccc(Cl)nc1)C1CCS(=O)(=O)C1 (stereo not drawn),2,-2,0.4,i,1,-9,-5,-1,0.2
C[C@]12CCC3C(CC=C4C[C@@H](O)CC[C@@]43C)C1CCC2[C@]1(C)CCC(=O)O1 (stereo partly drawn),4,-4,0.6,i,0,1,7,-6,-0.9
CCS(=O)(=O)c1ccc(-c2cccc(NC(=O)c3ccco3)c2)nn1,5,-3,-0.2,i,-14,10,1,0,1.8
N#Cc1cccc(NC(=O)Cc2ccccc2)c1,3,-4,0.4,i,-8,10,-8,3,1.1
COC(c1ccccc1)c1nc2ccccc2[nH]c1=O (stereo not drawn),-2,-1,-0.8,i,1,-4,5,-4,1.5
O=C(Cc1c2ccccc2nc2ccccc12)c1ccccc1,-2,-3,-0.2,i,3,21,-7,-5,-0.2
Cc1noc2c1C(c1ccc(N(C)C)cc1)C1=C(CC(C)(C)CC1=O)N2 (stereo not drawn),1,-2,-0.1,i,-3,-8,1,-4,0.7
CCc1ccc(NC(=O)NCc2cccnc2)cc1,-1,-3,-0.4,i,-6,-3,-5,-5,0.9
Cc1cccc2cc(-c3nc4c(C)cccn4c3NCc3ccco3)c(=O)[nH]c12,1,-2,-0.5,i,4,-1,-2,-5,1.6
O=c1cc(CO)oc(C(Nc2cccc([N+](=O)[O-])c2)c2ccccn2)c1O (stereo not drawn),-2,-3,-0.7,i,-5,37,1,-3,0.3
S=c1[nH]nc(-c2cc3ccccc3o2)n1Cc1ccccc1,3,-4,-0.4,x,-3,9,1,5,2.0
COc1cccc(N=C(N)N=C(N)N)c1,0,-11,-1.6,i,0,13,2,2,1.8
CCOC(=O)c1cnc(-n2nc(C)cc2C)nc1NNc1nc(C)cc(C)n1,0,-6,-0.4,i,7,0,0,-7,-0.5
CCOC(=O)c1cccc(-c2ccc(C=O)o2)c1,-4,-12,-0.7,i,-2,4,2,-8,3.8

# (more compounds)
SMILES,Rin1-Abl PPI inh,MsrA act,TbMetRS inhib,Neddyl block,E coli Lon inh,MLLE-PAM2 inh,CSN inh,FAS-TE inh,MsrA inh
O=C(NCc1ccccc1Cl)c1ccc(S(=O)(=O)NCc2ccco2)cc1,2,2,0.0,i,-7,-1,-3,0,-0.6
O=C(Nc1nc(=O)c2ccccc2s1)c1ccccc1,4,0,-1.1,i,1,29,1,-10,2.3
CCCCCN1CC(O)=C(c2ccccc2)C1=N,1,-4,-0.2,i,-4,8,-1,-4,-0.2
NCCc1nc(-c2ccccc2)cs1,3,-8,-0.9,i,-15,2,-8,0,-0.4
Cc1ccc(S(=O)(=O)/N=S(/c2ccccc2)C(C)C)cc1 (stereo not drawn),1,0,-0.3,i,-7,-40,8,-5,1.1
COc1ccc(C2(C(=O)NCCCN(C)C)CCOCC2)cc1,-4,-3,0.1,i,-3,11,3,-7,-0.8
O=C(NNC(=S)Nc1ccccc1C(F)(F)F)C1CC1,-2,-2,1.1,i,5,7,1,-2,-1.6
Cc1ccc(S(=O)(=O)NCCCCCC(=O)Nc2c(C)n(C)n(-c3ccccc3)c2=O)cc1,2,5,-0.7,i,13,-5,4,-10,1.7
CCCCN(C)S(=O)(=O)c1ccc(C(=O)Nc2nnc(C3=COCCO3)o2)cc1,5,-6,-0.7,i,9,2,3,-8,0.5
COc1ccc(/C=N/N(C(C)=O)c2nc(-c3ccc(C)cc3)cs2)cc1,3,-2,-0.1,i,5,-18,8,-1,-1.4
CC(=O)Nc1ccc(C(=O)COC(=O)C2CC3CCCC(C2)C3=O)cc1 (stereo not drawn),2,-2,-0.3,i,4,-10,-7,-2,-0.1

# From PubChem
